Assay outcomes as filed in PubChem BioAssay.
MsrA act: bovine MsrA enzyme activators, primary screen, biochemical, absorbance, HTS; Methionine sulfoxide reductase A (Bos taurus); AID 602163, 2012; activation, % at 10.6 µM; 360,000 tested, 0.3% active; purified bovine MsrA, absorbance read-out; in the data active means activation above about 7.5%;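 further: 0% = vehicle and 100% = reference activator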
MsrA inh: bovine MsrA enzyme inhibitors, primary screen, biochemical, absorbance, HTS | inhibition, % at 15.5 µM | Methionine sulfoxide reductase A (Bos taurus) | 360,000 tested, 0.75% active | purified bovine MsrA, absorbance read-out | AID 651718, 2012; in the data active means inhibition above about 4.5%;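 further: 0% = vehicle wells with enzyme and 100% = reference inhibitor wells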
SUMO1-SIM PPI: modulators of SUMO1 protein-protein interactions, primary screen, biochemical, uHTS; SUMO1 binding to a labelled peptide, TR-FRET, 1 h; inhibition, % at 20 µM; 360,000 tested, 0.33% active; Small ubiquitin-related modifier 1 (Homo sapiens), P63165; in the data active means inhibition above about 37%
Target sequence (P63165 whole entry, looked up): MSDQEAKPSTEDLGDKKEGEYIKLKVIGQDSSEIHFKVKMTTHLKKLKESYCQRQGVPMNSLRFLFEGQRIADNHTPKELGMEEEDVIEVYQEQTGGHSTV
DNMT1 block: human DNMT1 methyltransferase inhibitors, primary screen, biochemical, molecular beacon, fluorescence, HinP1I cleavage, uHTS | DNA (cytosine-5)-methyltransferase 1 (Homo sapiens), P26358 | 360,000 tested, 0.83% active | inhibition (reported as % activation of signal), % at 10 µM; in the data active means inhibition above about 50%
Scp-1 inhibitor: Scp-1 phosphatase inhibitors, primary screen, biochemical, colorimetric, uHTS. Recombinant Scp1, phosphopeptide, malachite green phosphate absorbance. AID 493091, 2011. inhibition, % at 20 µM. 340,000 tested, 0.88% active. Carboxy-terminal domain RNA polymerase II polypeptide A small phosphatase 1 (Homo …;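 active means inhibition above about 50% at 20 µM, limit read from the data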;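 further: plate controls were DMSO wells with enzyme for no effect and wells lacking enzyme for full effect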
Target sequence (Q9GZU7 76-261 limits assumed): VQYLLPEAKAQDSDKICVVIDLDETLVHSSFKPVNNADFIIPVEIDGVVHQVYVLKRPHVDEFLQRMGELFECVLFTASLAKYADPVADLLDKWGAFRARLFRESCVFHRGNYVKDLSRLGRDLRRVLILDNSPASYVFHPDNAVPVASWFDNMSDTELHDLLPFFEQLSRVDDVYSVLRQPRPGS
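assay system = SCP-1 phosphatase catalytic domain, residues 76-261 | buffer or medium = 50 mM Tris acetate pH 5.5, 0.005% Tween-20, 10 mM MgCl2 | incubation = enzyme reaction 45 min at room temperature, colour 5 min, stabilisation 30 min | signal = Phosphate-binding colour reagent, absorbance read at 630 nm | measure = % inhibition at 20 µM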
E coli Lon inh: inhibitors of E. coli Lon protease, primary screen, biochemical, fluorescence polarization | P0A9M0 | purified E. coli Lon protease | inhibition, % at 7.94 µM | 360,000 tested, 0.42% active; in the data active means inhibition above about 13%, passing the limit was not always enough;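 further: 0% = enzyme with probe and DMSO and 100% = no enzyme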
LMPTP block: LMPTP phosphatase inhibitors, primary screen, biochemical, fluorescence intensity, uHTS; 360,000 tested, 0.22% active; Low molecular weight phosphotyrosine protein phosphatase (Homo sapiens), P24666; recombinant LMPTP-A, OMFP fluorogenic substrate; inhibition, % at 20 µM; AID 651560, 2012;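 active means compounds that cut the enzyme signal by at least half of the control window in the single-dose screen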;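 further: plate controls were DMSO wells with enzyme plus substrate for no effect and substrate without enzyme for full effect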
Target sequence (P24666 whole entry, looked up): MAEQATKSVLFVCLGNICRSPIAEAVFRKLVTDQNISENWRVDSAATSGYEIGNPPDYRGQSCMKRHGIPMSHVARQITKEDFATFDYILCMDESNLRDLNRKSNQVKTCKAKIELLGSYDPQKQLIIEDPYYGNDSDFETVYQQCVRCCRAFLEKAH
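material = LMPTP-A | quantity = 0.625 nM enzyme | reagent = OMFP substrate, 400 µM final | buffer or medium = Bis-Tris pH 6.0, DTT, detergent | detection = endpoint fluorescence intensity from OMFP dephosphorylation | dosing = single 20 µM dose | read-out basis = % inhibition relative to no-enzyme and uninhibited control wells | control set = no-enzyme and uninhibited controls | timing = 50 min at room temperature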
CendR NRP1 mod: modulators of CendR peptide binding to NRP-1, primary screen, biochemical, fluorescence polarization, uHTS | inhibition, % at 25 µM | 360,000 tested, 0.85% active | AID 602438, 2012 | FAM-RPARPAR peptide binding to NRP-1 | Neuropilin-1 (Homo sapiens), O14786;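 active means inhibition or corrected inhibition above about 18%, plus a signal ratio from 0.5 to 1.5, limit read from the data, passing the limit was not always enough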; further: strong numbers were not always called active
STEP inh: STEP phosphatase inhibitors, primary screen, biochemical, fluorescence intensity, uHTS | AID 588621, 2011 | inhibition, % at 20 µM | recombinant STEP, OMFP fluorogenic substrate | 360,000 tested, 0.25% active | Tyrosine-protein phosphatase non-receptor type 5 (Homo sapiens), P54829;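 active means inhibition at 20 µM, scaled per plate between control wells, above about 37%, limit read from the data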;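 further: 0% = DMSO with enzyme and substrate and 100% = substrate only without enzyme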
Target sequence (P54829 whole entry, looked up): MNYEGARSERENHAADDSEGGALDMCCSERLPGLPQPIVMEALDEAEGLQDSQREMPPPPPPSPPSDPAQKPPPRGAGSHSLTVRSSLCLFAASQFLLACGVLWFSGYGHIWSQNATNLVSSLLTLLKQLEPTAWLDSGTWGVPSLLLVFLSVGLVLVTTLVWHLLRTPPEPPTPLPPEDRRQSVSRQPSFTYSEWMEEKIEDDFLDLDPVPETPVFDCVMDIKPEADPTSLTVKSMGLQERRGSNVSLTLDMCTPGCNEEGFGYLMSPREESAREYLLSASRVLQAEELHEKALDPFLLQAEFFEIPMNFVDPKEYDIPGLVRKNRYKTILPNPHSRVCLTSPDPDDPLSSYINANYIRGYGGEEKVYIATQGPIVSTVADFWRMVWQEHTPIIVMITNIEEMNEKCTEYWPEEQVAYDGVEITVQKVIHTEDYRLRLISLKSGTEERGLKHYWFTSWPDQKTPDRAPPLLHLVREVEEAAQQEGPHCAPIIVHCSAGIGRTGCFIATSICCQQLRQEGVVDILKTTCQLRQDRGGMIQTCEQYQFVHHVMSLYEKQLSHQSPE
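Assay system: isolated STEP enzyme / Timing: 20 min at room temperature, dark / Doses: 20 µM, 1% DMSO / Technique: fluorescence intensity, excitation 480 nm, emission 540 nm / Reagent: fluorogenic phosphatase substrate OMFP at 25 µM final / Measure: percent inhibition scaled to no-enzyme and uninhibited-enzyme controls, plate-pattern corrected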
TbMetRS inhib: T. brucei MetRS inhibitors, primary screen, biochemical, luminescence; methionyl-tRNA synthetase (Trypanosoma brucei brucei); purified T. brucei MetRS, ATP depletion, Kinase-Glo luminescence; inhibition, % at 11.9 µM; 360,000 tested, 0.4% active; AID 624268, 2012;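 active means inhibition above a per-plate cutoff of the control wells' mean inhibition plus 3 SD, cut at about 5.5% in these data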;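 further: 0% = DMSO wells median and 100% = median of wells with control inhibitor compound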
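Assay system: T. brucei methionyl-tRNA synthetase, purified | Medium: HEPES buffer with MgCl2, KCl, DTT, spermine, BSA, pyrophosphatase | Compound: 11.9 µM single point | Incubation: 15 min enzyme-compound preincubation, 2 h reaction, 10 min detection, 25 °C | Measured by: Kinase-Glo luciferase luminescence reporting remaining unconsumed ATP | Measure: % inhibition normalized to control-well medians | Replication: Singlicate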
* hit, by the source's call; . = not tested or not shown.

SMILES	MsrA act	MsrA inh	SUMO1-SIM PPI	DNMT1 block	Scp-1 inhibitor	E coli Lon inh	LMPTP block	CendR NRP1 mod	STEP inh	TbMetRS inhib
O=[N+]([O-])c1cccc(-c2nc3ccccc3s/c2=N/O)c1	-1	2.6	-31	-2	-2	-2	0.7	1	-1	0.2
Cc1nn2c(NCCCN3CCOCC3)c3c(nc2c1-c1ccccc1)CCC3	-5	1.4	4	-2	1	2	3.3	2	6	-0.1
Brc1ccccc1OCCOc1cccc2cccnc12	-3	-1.5	4	-1	2	-7	0.6	-11	4	0.4
COCCn1c(C)cc(/C=C2/NC(=O)N(c3cccc(Cl)c3)C2=O)c1C	-3	1.7	-7	-13	-10	-3	0.8	2	0	-0.5
Cc1cc(Cl)ccc1OCC(=O)Nc1nc(-c2cccnc2)cs1	-2	-0.1	1	7	1	-1	-1.7	-3	0	0.1
COc1cccc(C(C(=O)NCC2CCCO2)N(C(=O)Cn2nnc3ccccc32)c2ccccc2C(C)=O)c1OC (centres undefined)	-3	-1.0	1	1	-5	-1	0.5	-8	0	-0.8
COc1ccc(CNC(=S)N2CCN(S(=O)(=O)c3cccc(F)c3)CC2)cc1	-4	1.0	-3	1	-24	-17	0.2	12	1	-0.9
Cc1ccc(NC(=O)COC(=O)C2CC3C=CC2C3)cc1S(=O)(=O)N1CCCCC1 (centres undefined)	1	-1.0	-1	-5	-8	-11	0.6	-21	0	0.1
Cc1nc2ccccc2c(C)c1C(=O)c1ccccc1	-3	-0.7	2	0	5	-3	0.8	-7	-2	0.8
CCC(CO)NC1=CC(=O)CCC1 (centres undefined)	-3	-0.8	0	-1	-10	3	-1.4	-4	-2	-0.6
Cc1ccc2nc(SCC(=O)c3c(C)[nH]c4ccccc34)[nH]c2c1	-4	1.9	6	-10	7	-18	0.7	-1	0	1.6
COc1ccc(C(=O)Nc2cc(C)on2)cc1	-13	2.8	0	5	3	-9	-2.1	2	-2	-0.7
CNc1cncc(-c2ccoc2)n1	-2	1.2	-9	-2	.	5	0.3	-1	-4	-0.2
Cc1cc(-n2c(SCC(=O)NCCC3=CCCCC3)nc3n[nH]c(C)c3c2=N)ccc1Cl	-3	0.0	-23	6	0	3	0.5	14	0	-0.4
c1cc2c(cc1-c1[nH]ncc1CN1CC3C[C@@H]4CC1C[C@H](C3)C4)OCO2	-1	-0.1	-1	2	-7	0	0.0	-10	-2	0.1
O=C(CCC(=O)NNC(=S)Nc1ccccc1)NCc1ccccc1	-5	-0.2	1	3	-4	1	0.0	12	-4	-0.6
Cc1c(C(=O)NCc2ccc3c(c2)OCO3)oc2ccc(S(=O)(=O)N3CCC(C)CC3)cc12	1	.	2	-9	-9	1	4.7	2	3	-0.2
CCOc1cc2[nH]c(=O)n(CCCCC(=O)NC3CCCCCC3)c(=O)c2cc1OCC	-5	-0.7	0	6	0	-4	-3.1	4	-2	-0.8
CC1CCCC(NC(=O)C2CCN(S(=O)(=O)c3cnc[nH]3)CC2)C1C (centres undefined)	-4	-0.3	5	-1	-7	6	-1.6	11	0	-0.5
O=C(Nc1cccc(F)c1)N1CCN(C/C=C/c2ccccc2)CC1	0	-0.7	1	-1	-3	3	-1.8	6	-1	0.5

Some values from the list:
SUMO1-SIM PPI with CCC(CO)NC1=CC(=O)CCC1 (centres undefined) → 0
Scp-1 inhibitor with Cc1cc(-n2c(SCC(=O)NCCC3=CCCCC3)nc3n[nH]c(C)c3c2=N)ccc1Cl → 0

More compounds:
SMILES	MsrA act	MsrA inh	SUMO1-SIM PPI	DNMT1 block	Scp-1 inhibitor	E coli Lon inh	LMPTP block	CendR NRP1 mod	STEP inh	TbMetRS inhib
COc1ccc(Oc2cc(C)nc(Cl)n2)nn1	-8	0.1	-5	-3	1	4	0.0	8	2	-0.6
COc1cc2c(cc1O)CCN(C(=O)CSc1nncn1C)[C@@H]2C	-3	0.3	-2	2	-6	5	0.9	-14	-1	-0.8
Cc1ccccc1NC(=O)NC1(C(=O)N2CCC(C(N)=O)CC2)CCCCC1	-4	-0.1	0	2	-5	0	-1.8	5	1	0.1
O=C(CCS(=O)(=O)c1cccc2nsnc12)N1CC(=O)N(CCc2ccccc2)C(=O)C1	-8	-0.7	-19	3	3	6	0.6	-9	0	-1.0
c1ccc(OCc2nc3ccccc3s2)cc1	3	0.4	-1	4	-5	-4	1.0	-5	-1	0.6
COc1ccc(OCCn2c(N)nc3ccccc32)cc1	-5	-0.5	3	0	-2	-3	8.0	7	-1	39*
O=c1c2ccccc2sn1-c1cccc(Cl)c1	12*	0.6	17	1	.	9	-1.2	-3	-2	-0.7
O=C(N[C@@H](Cc1ccccc1)C(=O)OCc1ccccc1)c1nc[nH]c1C(=O)N[C@@H](Cc1ccccc1)C(=O)OCc1ccccc1	-1	0.3	1	-4	-9	8	2.0	-1	0	0.3
Cc1ccc(-c2ccc(/C=N/NC(=O)Cc3nnc(N)s3)o2)cc1Cl	-4	3.8	-3	-16	-21	-7	2.4	-12	-1	-0.1
Cc1c(CC(=O)O)c(=O)oc2c(C)c(OCc3ccc(F)cc3Cl)ccc12	-2	0.4	84*	-1	64*	-1	85*	-3	98*	0.1
CCCCNC(=O)c1c(O)c2cccc3c2n(c1=O)CCC3	-8	-0.1	-1	-7	-15	4	0.7	1	2	-1.6
COc1ccc(C(NC(=O)CNC(C)=O)C(=O)Nc2ccc3c(c2)OCCO3)cc1 (centres undefined)	-1	2.1	-3	-1	-6	14*	-1.3	-7	-4	-0.6
Cn1c(/C=C(\C#N)C(N)=S)ccc1-c1ccc(Br)cc1	-3	1.2	23	0	-5	-38	12	-19	3	0.0
COc1ccc(CNn2c(C)nc3ccccc3c2=O)cc1	-7	0.4	-5	-3	0	3	0.1	0	-2	-0.5
O=C(CSc1nnnn1Cc1ccccc1)Nc1ccccc1	-2	1.0	-3	1	-7	-15	-0.9	-15	-4	-0.5
Cc1nc2c(C)cccn2c1/C(O)=C1\C(=O)C(=O)N(CCN(C)C)C1c1ccco1 (centres undefined)	-9	4.7*	-7	-3	-1	-3	-1.9	0	-2	-0.3
CC(=O)N1C(c2ccccc2O)C[C@]2(C)CC(=O)NC12 (some centres undefined)	-12	1.6	2	2	-5	-1	5.3	7	0	-1.6
Cn1ccnc1SCC(=O)c1ccc(Cl)cc1	-5	-0.2	-3	0	-7	-5	-0.1	0	-1	-0.7
COc1ccc(N(C(=O)Cn2nnc(-c3ccc(F)cc3)n2)C(C)C(=O)NC2CCCC2)cc1OC (centres undefined)	-2	1.9	10	0	-2	-19	-0.8	21	2	-0.4
CS(C)(=O)=NS(=O)(=O)c1ccc(Cl)cc1	-2	-1.1	-3	2	-3	-2	-1.9	-12	-13	-0.4

Structures above that bear a hit mark in STEP inh.
| structure | MsrA act | MsrA inh | SUMO1-SIM PPI | DNMT1 block | Scp-1 inhibitor | E coli Lon inh | LMPTP block | CendR NRP1 mod | STEP inh |
| --- | --- | --- | --- | --- | --- | --- | --- | --- | --- |
| Cc1c(CC(=O)O)c(=O)oc2c(C)c(OCc3ccc(F)cc3Cl)ccc12 | -2 | 0.4 | 84* | -1 | 64* | -1 | 85* | -3 | 98* |

(list continues)
SMILES	MsrA act	MsrA inh	SUMO1-SIM PPI	DNMT1 block	Scp-1 inhibitor	E coli Lon inh	LMPTP block	CendR NRP1 mod	STEP inh	TbMetRS inhib
COc1ccc2cc(CN(Cc3ccco3)Cc3nnnn3C3CCCCC3)c(=O)[nH]c2c1	0	0.6	-1	-7	-4	2	1.0	7	1	0.4
CC(=O)NCC(c1cccs1)S(=O)(=O)c1ccc(F)cc1 (centres undefined)	-1	-1.1	-4	1	-4	0	-1.8	10	-2	-0.1
COC(=O)/C(=C/c1ccc2c(c1)c1ccccc1n2C)NC(=O)c1ccccc1	-5	1.3	-6	-12	-16	-7	2.9	-2	-1	-0.1
CCOC(=O)CCCNC(=O)CCNC(=O)c1ccc(OC(C)C)cc1	-1	-0.9	2	-1	-11	-1	0.6	-5	3	-0.6
Cc1cc(C(=O)N2CCCC(N3CCN(c4ccccc4C)CC3)C2)n(C)n1 (centres undefined)	0	0.5	4	2	-5	7	-1.3	13	-1	0.1
CC(C)c1ccc(N(C(=O)c2csnn2)C(C(=O)NC2CCCC2)c2ccncc2)cc1 (centres undefined)	-4	-1.5	3	2	-3	7	-1.7	6	-1	-0.9
O=C(O)C1C2CCC(C2)C1C(=O)NCCc1ccc(F)cc1 (centres undefined)	-1	1.1	3	0	-8	1	-1.0	-5	-1	-0.8
CSc1ccccc1OCc1cc(C(=O)N(Cc2nccn2C)C(C)C)no1	-4	0.1	4	-1	-9	-7	-0.2	2	-1	-0.3
CC(C)(C)N(Cc1ccccc1)C(=O)c1cccs1	-1	-0.9	6	-2	-7	-3	1.6	-4	3	-0.1
Cn1c(-c2c(N)n(C3CCCC3)c3nc4ccccc4nc23)nc2ccccc21	-3	2.1	-3	-3	-8	-40	6.4	-24	-2	0.2
O=S(=O)(c1ccc(Cl)cc1)N1c2ccccc2Oc2nc3ccccc3nc21	-2	1.8	0	-7	-18	-6	1.7	-29	0	-0.5
CCOC(=O)C1CCN(S(=O)(=O)c2ccc(CC)cc2)CC1	-2	0.9	4	20	-8	-2	-0.9	-4	-4	-0.2
O=C(CSc1nc2[nH]ncc2c(=O)[nH]1)c1ccccc1	-11	-0.2	2	3	1	-3	-2.3	-6	-2	-0.1
CCOC(=O)c1[nH]c2ccccc2c1NC(=O)NC(C)C	-5	1.5	-4	-3	0	-3	-0.4	-4	2	0.3
O=C1NC(=O)C(c2ccccc2)(c2ccccc2)N1S(=O)(=O)c1ccccc1	-2	-0.6	7	-2	.	-12	-0.9	1	-1	0.0
CCOC(=O)CN1C(=O)CN(c2ccc(C)cc2)C1=O	-3	1.5	5	3	-3	5	-1.0	-8	-4	0.4
CCCn1nc(C(=O)Nc2ccc(S(=O)(=O)Nc3nccs3)cc2)c2ccccc2c1=O	-10	0.7	5	-1	0	-18	-0.5	-1	2	-0.8
